Bioassay records as filed in PubChem BioAssay.
Glyco luc inh: N-linked glycosylation inhibition | D54 ERlucT glycosylation luciferase reporter, 24 h; percent of 100 nM tunicamycin response | actives 0.23% (n = 360,000) | reporter increase, % at 12.5 µM | AID 588692;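 active = mean luciferase reporter signal, scaled so untreated is 0 and the glycosylation-blocking control 100, at or above a set limit in every replicate; inconclusive = mean reaches the limit but not every replicate does; inactive = mean below the limit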;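 note: luciferase carries N-glycosylation sites so blocking glycosylation raises the light; 0% = median of neutral control wells and 100% = median of 100 nM tunicamycin wells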
CaV13 FRET inh: Primary screen for inhibitors of IQ motif and Ca2+-dependent inactivation inhibitor domain binding in CACNA1D, Förster resonance energy transfer in living cells, …; HEK cells, CFP/YFP FRET ICDI-IQ, plate reader, 10 min; percent FRET-ratio fall versus neutral wells; inhibition, % at 12.3 µM; actives 0.098% (n = 340,000); AID 743397;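 active = mean replicate inhibition of at least 30% and at least 1% of replicates passing that level; inconclusive = only one of the two criteria is met; inactive = neither criterion is met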;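 note: 0% = median of the neutral control wells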
Exocytosis inh: lytic granule exocytosis inhibition. TALL-104 LAMP-1 surface exposure, flow cytometry; cells stimulated with thapsigargin and PMA. inhibition, % at 10 µM. actives 0.66% (n = 360,000);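 active = inhibition above about 55%, limit read from the data; inconclusive = no clear call, values can overlap the other calls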
iPSC survival up: increases survival of single human iPS cells | hiPSC single-cell survival, ATPlite luminescence; 100% = ROCK inhibitor wells, 0% = DMSO | survival enhancement, % at 20 µM | actives 0.044% (n = 360,000) | AID 602274; in the data active = survival enhancement above about 18%;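 note: cells exposed to compounds for 16 hours before the ATP read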
Cardio protect: myocardial damage modulation in H9c2 cells. H9c2 cardiomyocytes, H2O2 injury protection, ATPLite, 2 h. protection from H2O2 cell death, % at 20 µM. actives 0.63% (n = 360,000). AID 588492;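 active = compounds giving at least 50% protection of heart cells from peroxide-induced death in the single-dose screen, raw or plate-pattern-corrected value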;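 note: 0% = DMSO wells with peroxide and 100% = DMSO wells without peroxide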
m5-HT2A agonist: activates the mouse 5-HT2A serotonin receptor; P35363; CHO-K1 mHTR2A beta-arrestin complementation, luminescence; percent of 30 µM serotonin response; activation, % at 7.6 µM; actives 0.66% (n = 360,000); AID 624169;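 active = activation above a run cutoff, the mean activation of all tested compounds plus 3 SD, cut at about 14% in these data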;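 note: 0% = plate median of compound wells and 100% = 30 µM serotonin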
Target sequence (P35363 whole entry, looked up): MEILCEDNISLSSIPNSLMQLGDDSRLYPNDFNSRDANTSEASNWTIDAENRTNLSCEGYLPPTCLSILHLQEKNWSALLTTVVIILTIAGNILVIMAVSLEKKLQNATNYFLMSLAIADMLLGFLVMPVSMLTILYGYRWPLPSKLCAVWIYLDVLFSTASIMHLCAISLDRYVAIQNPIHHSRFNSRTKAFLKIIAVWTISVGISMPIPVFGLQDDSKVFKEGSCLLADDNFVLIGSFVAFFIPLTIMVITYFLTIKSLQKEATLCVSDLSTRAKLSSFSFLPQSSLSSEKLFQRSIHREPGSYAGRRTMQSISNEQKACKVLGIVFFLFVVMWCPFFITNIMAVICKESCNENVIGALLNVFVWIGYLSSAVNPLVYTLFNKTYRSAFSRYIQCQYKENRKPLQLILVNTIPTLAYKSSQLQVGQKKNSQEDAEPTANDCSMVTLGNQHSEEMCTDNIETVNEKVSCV
ABCB6 inh MLPCN: inhibitors of human ABC transporter ABCB6; Q9NP58; K562-ABCB6 porphyrin accumulation, flow cytometry, 1 h; active compounds read low; fluorescence ratio to DMSO, % at 10 µM; actives 0.19% (n = 360,000);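 active = fluorescence ratio to DMSO below 75%, the collection mean minus 3 SD; inconclusive = too few cells collected in the well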;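 note: signal is porphyrin accumulated inside mitochondria; 100% equals median channel fluorescence of DMSO control wells; lower ratio means ABCB6 inhibition with less porphyrin fluorescence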
aDG glyco act: alpha-DG glycosylation activation. Pro5-aDG cells, alpha-DG glycosylation AlphaScreen (IIH6); 0% Pro5, 100% B10-LARGE cell signal. actives 0.22% (n = 360,000). activation, % at 10 µM. AID 624168;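 active = activation of at least 8% versus controls, or a plate z-score of at least 8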;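 note: Pro5 are CHO cells carrying HIG-tagged alpha-DG that lacks glycosylation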
PDI inh: blocks human protein disulfide isomerase activity; PDI insulin aggregation turbidity, A650, 90 min; actives 0.052% (n = 350,000); AID 588391; P07237; inhibition, % at 10 µM;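 active = mean inhibition across replicates of 30% or more, whatever share of single replicates reach that level; inconclusive = mean inhibition below 30% while every single replicate reaches 30%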;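 note: absorbance from insulin aggregation driven by PDI reduction with DTT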
Target sequence (P07237 whole entry, looked up): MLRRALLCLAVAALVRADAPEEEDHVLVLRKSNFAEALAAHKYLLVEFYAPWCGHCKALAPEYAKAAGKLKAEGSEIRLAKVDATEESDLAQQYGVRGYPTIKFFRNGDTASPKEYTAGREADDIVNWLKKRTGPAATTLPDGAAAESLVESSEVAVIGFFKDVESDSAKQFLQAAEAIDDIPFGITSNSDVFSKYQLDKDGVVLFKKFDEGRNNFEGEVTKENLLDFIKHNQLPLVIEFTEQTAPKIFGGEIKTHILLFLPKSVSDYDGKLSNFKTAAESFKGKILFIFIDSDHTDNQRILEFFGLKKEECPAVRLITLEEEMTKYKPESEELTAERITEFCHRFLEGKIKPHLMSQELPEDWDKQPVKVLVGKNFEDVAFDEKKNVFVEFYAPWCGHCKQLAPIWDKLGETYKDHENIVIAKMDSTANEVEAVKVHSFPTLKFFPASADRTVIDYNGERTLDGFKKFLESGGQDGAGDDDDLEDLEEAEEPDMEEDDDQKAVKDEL
Vif inh: inhibitors of HIV Vif; HEK293T cells, Vif self-association by quenched fluorescence, imaging, 24 h; inhibition, % at 7.49 µM; actives 0.35% (n = 340,000); AID 602346; in the data active = inhibition above about 50%, passing the limit was not always enough; inconclusive = no clear call, values can overlap the other calls; inactive = below about 31%; note: some results filed as inactive read as strong as hits
Active calls of the source: *.

How did Cc1ccc(S(=O)(=O)N/N=C\c2ccc([N+](=O)[O-])o2)cc1 do in these assays?
Glyco luc inh: 4; Exocytosis inh: 0; iPSC survival up: -3.1; Cardio protect: 4; m5-HT2A agonist: 6; ABCB6 inh MLPCN: 99; aDG glyco act: 1.1; PDI inh: 4; Vif inh: 5

What do the screens show for `N/C(Cc1nc(-c2ccc(Br)cc2)cs1)=N\O`?
Glyco luc inh: 2; CaV13 FRET inh: -5; Exocytosis inh: 11; iPSC survival up: -0.8; Cardio protect: -8; m5-HT2A agonist: -3; ABCB6 inh MLPCN: 102; aDG glyco act: -0.4; PDI inh: 2; Vif inh: 10

Results for NNC(=O)C(=O)Nc1ccc(Cl)c(Cl)c1 ?
Glyco luc inh: -1; CaV13 FRET inh: -16; Exocytosis inh: -2; iPSC survival up: -0.1; Cardio protect: -4; m5-HT2A agonist: -3; ABCB6 inh MLPCN: 102; aDG glyco act: -0.1; PDI inh: -11; Vif inh: -1

Results for Cc1ccc(S(=O)(=O)N(Cc2n[nH]c(=S)n2-c2ccccc2)c2cccc(Cl)c2)cc1 ?
Glyco luc inh: 2; CaV13 FRET inh: -10; Exocytosis inh: 0; iPSC survival up: -2.7; Cardio protect: 5; m5-HT2A agonist: 5; ABCB6 inh MLPCN: 101; aDG glyco act: 0.5; PDI inh: 2; Vif inh: -4

Results for N#CCCN(CCN1CCCC1)S(=O)(=O)c1ccc(-c2ccc([N+](=O)[O-])cc2)cc1 ?
Glyco luc inh: 0; CaV13 FRET inh: -6; Exocytosis inh: 0; iPSC survival up: -2.6; Cardio protect: 3; m5-HT2A agonist: -2; ABCB6 inh MLPCN: 98; aDG glyco act: 0.3; PDI inh: 6; Vif inh: 7

What do the screens show for `CS(=O)(=O)c1cccc(C(=O)N(CCc2ccccc2)Cc2cccs2)c1`?
Glyco luc inh: 0; CaV13 FRET inh: -4; Exocytosis inh: 20; iPSC survival up: 1.4; Cardio protect: -4; m5-HT2A agonist: -5; ABCB6 inh MLPCN: 105; aDG glyco act: 0.1; PDI inh: 8; Vif inh: 4

Results for COc1ccccc1Cc1c(-c2cccc(Br)c2)nc2c(C)cc(Br)cn12 ?
Glyco luc inh: 5; CaV13 FRET inh: -8; Exocytosis inh: 0; iPSC survival up: -1.6; Cardio protect: 1; m5-HT2A agonist: -4; ABCB6 inh MLPCN: 95; aDG glyco act: -0.2

What do the screens show for `COc1ccc(C(=O)N2CCC(C)(C(=O)O)C2)cc1OC` (stereo not given)?
Glyco luc inh: 0; CaV13 FRET inh: -7; Exocytosis inh: 6; iPSC survival up: 6.0; Cardio protect: 0; m5-HT2A agonist: 4; ABCB6 inh MLPCN: 84; aDG glyco act: 0.1; PDI inh: -2; Vif inh: inconclusive

What do the screens show for `Cc1ccc2cc(CN(Cc3ccco3)S(=O)(=O)c3c(C)ccc4nsnc34)c(=O)[nH]c2c1`?
Glyco luc inh: -4; CaV13 FRET inh: -9; Exocytosis inh: -4; iPSC survival up: 5.2; Cardio protect: 6; m5-HT2A agonist: -2; ABCB6 inh MLPCN: 100; aDG glyco act: 0.0; PDI inh: 2; Vif inh: -4

Results for Cc1nn(CCOc2ccccc2)c(=O)n1-c1c(F)cccc1F ?
Glyco luc inh: 0; CaV13 FRET inh: -3; Exocytosis inh: 3; iPSC survival up: -2.7; Cardio protect: 2; m5-HT2A agonist: -2; ABCB6 inh MLPCN: 96; aDG glyco act: -0.1; PDI inh: 7; Vif inh: 3

What do the screens show for `CCOC(=O)c1c(C)[nH]c(C(=O)CN2C(=O)NC3(CCCC3)C2=O)c1C`?
Glyco luc inh: 0; CaV13 FRET inh: -6; Exocytosis inh: -7; iPSC survival up: -0.2; Cardio protect: 3; m5-HT2A agonist: 0; ABCB6 inh MLPCN: 87; aDG glyco act: 0.3; PDI inh: 1; Vif inh: -2

Results for COc1cc(/C=N/NC(=O)c2cccc(S(=O)(=O)N3CCCC3)c2)cc(OC)c1O ?
Glyco luc inh: 3; CaV13 FRET inh: -5; Exocytosis inh: 14; iPSC survival up: -0.4; Cardio protect: 5; m5-HT2A agonist: 8; ABCB6 inh MLPCN: 99; aDG glyco act: -0.1; PDI inh: -5; Vif inh: inconclusive

How did Cc1ccc(S(=O)(=O)Nc2cc3c(C(=O)O)c(C)oc3c3ccccc23)c(C)c1 do in these assays?
Glyco luc inh: 0; CaV13 FRET inh: -4; Exocytosis inh: -1; iPSC survival up: 0.6; Cardio protect: -1; m5-HT2A agonist: -2; ABCB6 inh MLPCN: 100; aDG glyco act: 0.0; PDI inh: -6; Vif inh: 1

How did O=C(/C=C/c1cc([N+](=O)[O-])ccc1OC(F)F)NCc1ccc(Cl)cc1 do in these assays?
Glyco luc inh: -2; CaV13 FRET inh: -5; Exocytosis inh: -5; iPSC survival up: -4.1; Cardio protect: -16; m5-HT2A agonist: -3; ABCB6 inh MLPCN: 101; aDG glyco act: 0.3; PDI inh: 5; Vif inh: 9

How did Cc1ccccc1OC(=O)Cn1c(C(F)(F)F)nc2ccccc21 do in these assays?
Glyco luc inh: 3; CaV13 FRET inh: -5; Exocytosis inh: -2; iPSC survival up: -2.1; Cardio protect: -11; m5-HT2A agonist: 0; ABCB6 inh MLPCN: 93; aDG glyco act: 0.0; PDI inh: -2; Vif inh: -2

What do the screens show for `N#Cc1c(N)n(-c2ccc(O)cc2)c2nc3ccccc3nc12`?
Glyco luc inh: 1; CaV13 FRET inh: -1; Exocytosis inh: 1; iPSC survival up: 1.4; Cardio protect: 1; m5-HT2A agonist: -6; ABCB6 inh MLPCN: 100; aDG glyco act: -0.4; PDI inh: 2; Vif inh: -3

How did COc1ccc(N(CC(=O)Nc2cc(OC)c(OC)cc2C(=O)O)S(=O)(=O)c2c(C)noc2C)cc1 do in these assays?
Glyco luc inh: 2; CaV13 FRET inh: -3; Exocytosis inh: -8; iPSC survival up: -0.4; Cardio protect: 0; m5-HT2A agonist: 3; ABCB6 inh MLPCN: 107; aDG glyco act: -0.2; PDI inh: 8; Vif inh: -2

What do the screens show for `O=C(CSc1nnc2ccccn12)Nc1ccc(S(=O)(=O)N2CCOCC2)cc1`?
Glyco luc inh: 0; CaV13 FRET inh: 4; Exocytosis inh: 1; iPSC survival up: 0.6; Cardio protect: 4; m5-HT2A agonist: 6; ABCB6 inh MLPCN: 94; aDG glyco act: 0.0; PDI inh: 8; Vif inh: 7

What do the screens show for `CCc1ccc(NSc2ccccc2[N+](=O)[O-])cc1`?
Glyco luc inh: 8; CaV13 FRET inh: -7; Exocytosis inh: -4; iPSC survival up: -1.1; Cardio protect: -14; m5-HT2A agonist: -2; ABCB6 inh MLPCN: 95; aDG glyco act: -0.6; PDI inh: 4; Vif inh: -5

Results for Cc1csc(NC(=O)C2CCCN(S(=O)(=O)c3cccnc3)C2)n1 (stereo not given) ?
Glyco luc inh: -1; CaV13 FRET inh: -2; Exocytosis inh: -2; iPSC survival up: -0.2; Cardio protect: -13; m5-HT2A agonist: 4; ABCB6 inh MLPCN: 100; aDG glyco act: -0.2; Vif inh: 11

Results for COc1ccc(NC(=O)CSc2nnc(N)n2CC(=O)Nc2ccc(OC)cc2)cc1 ?
Glyco luc inh: 3; CaV13 FRET inh: 0; Exocytosis inh: -4; iPSC survival up: -0.3; Cardio protect: 2; m5-HT2A agonist: 0; ABCB6 inh MLPCN: 88; aDG glyco act: 0.0; PDI inh: 0; Vif inh: 3

What do the screens show for `CCc1nc(SCC(=O)N2CCCC2)c2ccccc2n1`?
Glyco luc inh: -2; CaV13 FRET inh: -9; Exocytosis inh: -5; iPSC survival up: 1.0; Cardio protect: 28; m5-HT2A agonist: -2; ABCB6 inh MLPCN: 120; aDG glyco act: 0.2; PDI inh: 6; Vif inh: -2

How did CN(C)C(=O)CSc1n[nH]c(=O)n1CCc1ccccc1 do in these assays?
Glyco luc inh: 4; CaV13 FRET inh: -4; Exocytosis inh: 3; iPSC survival up: -0.3; Cardio protect: -2; m5-HT2A agonist: 2; ABCB6 inh MLPCN: 96; aDG glyco act: -0.1; PDI inh: 18; Vif inh: 5

How did Cc1cc(C)c(NC(=O)Cn2nnc(C(=O)Nc3ccc(F)cc3F)c2N)c(C)c1 do in these assays?
Glyco luc inh: -2; CaV13 FRET inh: -5; Exocytosis inh: 2; iPSC survival up: 0.0; Cardio protect: -6; m5-HT2A agonist: 1; ABCB6 inh MLPCN: 105; aDG glyco act: -0.5; PDI inh: -3; Vif inh: -1

What do the screens show for `Cc1ccc(C(=O)N/N=C/c2ccc([N+](=O)[O-])s2)cc1`?
Glyco luc inh: -7; CaV13 FRET inh: -8; Exocytosis inh: 8; iPSC survival up: -4.9; Cardio protect: -5; m5-HT2A agonist: -5; ABCB6 inh MLPCN: 128; aDG glyco act: 13*; PDI inh: -4; Vif inh: 8

Results for CC1(C(=O)Nc2nnc(C(C)(C)C)s2)Cc2ccccc2C(=O)O1 (stereo not given) ?
Glyco luc inh: 1; CaV13 FRET inh: -4; Exocytosis inh: 6; iPSC survival up: 0.1; Cardio protect: 6; m5-HT2A agonist: 5; ABCB6 inh MLPCN: 103; aDG glyco act: 0.0; PDI inh: 8

How did CC(/C=N/N1CCN(c2ccccn2)CC1)=C\c1ccccc1 do in these assays?
Glyco luc inh: 3; CaV13 FRET inh: -5; Exocytosis inh: 76*; iPSC survival up: -2.5; Cardio protect: -3; m5-HT2A agonist: -3; ABCB6 inh MLPCN: 96; aDG glyco act: -0.4; PDI inh: -3; Vif inh: 0

What do the screens show for `N#C/C(=C\c1c(N2CCOCC2)nc2ccccn2c1=O)S(=O)(=O)c1ccccc1`?
Glyco luc inh: 2; CaV13 FRET inh: -3; Exocytosis inh: 5; iPSC survival up: 4.2; Cardio protect: 18; m5-HT2A agonist: 0; ABCB6 inh MLPCN: 109; aDG glyco act: 0.2; PDI inh: 6; Vif inh: 5

Results for CCCCN(C(=O)c1cc2c(s1)CCCCC2)c1c(N)n(CC(C)C)c(=O)[nH]c1=O ?
Glyco luc inh: -3; CaV13 FRET inh: -6; Exocytosis inh: 8; iPSC survival up: 0.2; Cardio protect: 6; m5-HT2A agonist: 7; ABCB6 inh MLPCN: 95; aDG glyco act: 0.1; PDI inh: 7; Vif inh: 27

How did O=C(O)C1CN(c2nc(Cl)ccc2[N+](=O)[O-])C1 do in these assays?
Glyco luc inh: 0; CaV13 FRET inh: -3; Exocytosis inh: -4; iPSC survival up: 0.0; Cardio protect: 4; m5-HT2A agonist: -2; ABCB6 inh MLPCN: 101; aDG glyco act: -0.1; PDI inh: 5; Vif inh: -3

What do the screens show for `Cc1ccc([N+](=O)[O-])cc1NC(=O)C[n+]1ccccc1`?
Glyco luc inh: 0; CaV13 FRET inh: -5; Exocytosis inh: 5; iPSC survival up: -2.4; Cardio protect: 3; m5-HT2A agonist: -7; ABCB6 inh MLPCN: 101; aDG glyco act: 0.1; PDI inh: -3; Vif inh: -9

How did Cc1c(C(=O)N2CCOCC2)sc(NC(=O)c2ccc([N+](=O)[O-])cc2)c1C#N do in these assays?
Glyco luc inh: -1; CaV13 FRET inh: -3; Exocytosis inh: 16; iPSC survival up: 0.7; Cardio protect: -13; m5-HT2A agonist: 6; ABCB6 inh MLPCN: 96; aDG glyco act: -0.1; PDI inh: -7; Vif inh: 1
